Bioassay records (PubChem)
14-3-3 PPI: modulators of 14-3-3 gamma protein binding, primary screen, biochemical, fluorescence polarization; 14-3-3 protein gamma (Homo sapiens), P61981; 0.19% of 160,000 active; AID 422, 2006; FP, 14-3-3gamma / TMR-pS259-Raf peptide binding; inhibition, % at 40 µM; in the data active = inhibition above about 30%;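 note: 0% = protein plus tracer without compound and 100% = blank with tracer alone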
Target sequence (P61981 whole entry, looked up): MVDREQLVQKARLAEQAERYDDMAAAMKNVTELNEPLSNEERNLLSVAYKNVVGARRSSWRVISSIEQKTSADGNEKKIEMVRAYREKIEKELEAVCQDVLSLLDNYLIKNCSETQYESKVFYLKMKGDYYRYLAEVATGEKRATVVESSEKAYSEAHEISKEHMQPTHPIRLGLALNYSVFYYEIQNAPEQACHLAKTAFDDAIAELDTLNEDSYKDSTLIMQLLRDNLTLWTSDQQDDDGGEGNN
Numbers without * were called inactive; & = joins results of further samples. An excerpt; count on the stated rates, not on these rows.

SMILES | 14-3-3 PPI
Cc1cc(-c2cccs2)n[nH]1 | 3
CCN1CCN(c2c(Cl)cccc2NC(=O)c2ccc3c(c2)OCCO3)CC1 | -22
COc1cc(C(=O)Nc2nc(-c3ccc4c(c3)OCO4)cs2)cc(OC)c1OC | -5
COc1cccc(-c2nn(C)c3sc(C(=O)N4CC(C)CC(C)C4)cc23)c1 (stereo not drawn) | -3
O=C(CSc1ccc(Cl)cc1)OCc1nnc(-c2ccccc2)o1 | -2
COC(=O)C(O)(NC(=O)c1ccc(C)cc1)C(F)(F)F (stereo not drawn) | 1
CCOC(=O)N1CCN(C(=O)c2oc(=O)c3ccccc3c2-c2ccc(C)cc2)CC1 | 3
N#CCCN(C(=O)CSc1ccc2c(c1)OCCO2)c1ccccc1 | -10
COc1ccc(CCNC(=O)c2ccc3c(c2)N(Cc2ccccc2F)C(=O)CS3)cc1OC | -9
CCN1CCN(C(=O)C2c3cc(OC)c(OC)cc3C(=O)N(C)C2c2ccc(SC)cc2)CC1 (stereo not drawn) | 3
Cc1ccc(-c2nc3ncccc3o2)cc1NC(=O)c1cccnc1 | -10
COc1ccc(CCNC(=O)CN(c2ccc(C)cc2)S(=O)(=O)c2c(C)noc2C)cc1OC | -2
O=[N+]([O-])c1cccc2c(S(=O)(=O)N3CCOCC3)cccc12 | -11
CC1C2NC(=O)N(c3ccc(F)cc3)C1(C)Oc1ccc(Br)cc12 (stereo not drawn) | -13
CCN1CCN(c2cc(C)c3cc(NC(=O)CCn4c(=S)oc5ccccc54)ccc3n2)CC1 | -6
O=[N+]([O-])c1ccc(C=Nc2ccc3c(c2)Cc2cc([N+](=O)[O-])ccc2-3)cc1 | -74
CCNC(=O)C1CC(=O)N(c2ccc(Br)cc2)C1 (stereo not drawn) | -1
CCCOc1ccc(S(=O)(=O)NCCCN2CCOCC2)c2ccccc12 | -4
COc1nc(Cl)cc(C)c1C(=O)Nc1c(C)cc(C)cc1C | 0
COc1cccc(C2/C(=C(\O)c3ccc(Cl)cc3)C(=O)C(=O)N2c2cccnc2)c1 (stereo not drawn) | -6
CN(c1ccccc1C(=O)Nc1ccccc1C(=O)NCc1ccco1)S(C)(=O)=O | -5
Nc1c(C(=O)Nc2ccccc2F)sc2nc3c(cc12)CCC3 | -9
O=c1c2c([nH]c(=S)n1Cc1ccco1)-c1ccccc1CC21CCCCC1 | -24
CC1CC(C)CN(C(=O)C2CCCN(S(=O)(=O)c3cccc4nonc34)C2)C1 (stereo not drawn) | -34&-103
COc1ccc(C2CC(=O)C3=C(C2)Nc2ccccc2NC3c2cc(OC)c(OC)cc2OC)cc1OC (stereo not drawn) | -13
O=C(CSc1ncc(C(F)(F)F)cc1Cl)N1CCN(S(=O)(=O)c2ccccc2)CC1 | 5
Cc1noc(C)c1S(=O)(=O)N(CC(=O)Nc1ccc2c(c1)OCO2)c1ccc(C(C)C)cc1 | 5
CN(Cc1ccccc1)S(=O)(=O)c1ccc(C(=O)Nc2nnc(C3CC3)o2)cc1 | -3
Cc1ccc(-c2nc3cccnc3s2)cc1NC(=O)c1ccco1 | 0
COc1cccc(C=Cc2nc3ccccc3c(=O)n2-c2ccc(Br)c(C)c2)c1OC | 1
O/N=C1\CC(O)Cc2nonc21 (stereo not drawn) | 0
CC1CCCN(c2ccc(C(=O)NC3CC3)cc2[N+](=O)[O-])C1 (stereo not drawn) | -6
COc1ccc(S(=O)(=O)Nc2ccc3c(c2)OCO3)cc1Cl | -12
CCCN1CCN(c2ncnc3c2nnn3Cc2ccccc2)CC1 | -3
CC(C)(C)c1csc(NC(=O)Cn2c(=O)oc3ccccc32)n1 | -2
COc1ccc(S(=O)(=O)N2CCC(C)CC2)cc1 | 5
O=C(Nc1ccccc1C(=O)Nc1ccccc1)c1cccs1 | -5
Cc1ccc2nc(-c3ccc(N)cc3)sc2c1 | -16
Cc1cccc(C)c1OCC(O)CNS(=O)(=O)c1ccccc1C(=O)N1CCCCC1 (stereo not drawn) | -3
O=C1Nc2ccccc2C(O)(C(=O)NC2CCCc3ccccc32)N1c1ccccc1 (stereo not drawn) | -4
Cc1cc(C(F)(F)F)nc(NCc2cccs2)n1 | -5
COc1ccc(C2CC(c3cccs3)=NN2C(=O)CS(=O)(=O)c2cn(C)c3ccccc23)cc1 (stereo not drawn) | -39
O=C(Cn1nc(-c2ccccc2)ccc1=O)N1CCCCC1 | -7
CC(C)NS(=O)(=O)c1cccc2cccnc12 | -8
FC(F)(F)c1cc(-c2ccc(Cl)cc2)n[nH]1 | 2
Nc1nc2ccc(Oc3ccc4nc(N)sc4c3)cc2s1 | -41
CC(C)(C)c1ccc(C(=O)N2CCN(CC=Cc3ccccc3)CC2)cc1 | 4
CCOC(=O)C1CCCN(C(=O)c2cc(-c3ccc(C)cc3)on2)C1 (stereo not drawn) | 6
CCN1CCN(S(=O)(=O)c2ccc3c(c2)oc(=O)n3C)CC1 | -9
COc1ccccc1CNc1ccc(N2CCOCC2)c(C(=O)O)c1 | -8

Part of the list above, set out differently:
COc1ccc(C2CC(c3cccs3)=NN2C(=O)CS(=O)(=O)c2cn(C)c3ccccc23)cc1 (stereo not drawn)
- 14-3-3 PPI = -39

Nc1nc2ccc(Oc3ccc4nc(N)sc4c3)cc2s1
- 14-3-3 PPI = -41

23 compounds out of the list, ordered by molecular weight, highest first:
SMILES | 14-3-3 PPI
COc1ccc(C2CC(=O)C3=C(C2)Nc2ccccc2NC3c2cc(OC)c(OC)cc2OC)cc1OC (stereo not drawn) | -13
COc1ccc(C2CC(c3cccs3)=NN2C(=O)CS(=O)(=O)c2cn(C)c3ccccc23)cc1 (stereo not drawn) | -39
O=C(CSc1ncc(C(F)(F)F)cc1Cl)N1CCN(S(=O)(=O)c2ccccc2)CC1 | 5
Cc1noc(C)c1S(=O)(=O)N(CC(=O)Nc1ccc2c(c1)OCO2)c1ccc(C(C)C)cc1 | 5
Cc1cccc(C)c1OCC(O)CNS(=O)(=O)c1ccccc1C(=O)N1CCCCC1 (stereo not drawn) | -3
O=C1Nc2ccccc2C(O)(C(=O)NC2CCCc3ccccc32)N1c1ccccc1 (stereo not drawn) | -4
CN(Cc1ccccc1)S(=O)(=O)c1ccc(C(=O)Nc2nnc(C3CC3)o2)cc1 | -3
CC(C)(C)c1ccc(C(=O)N2CCN(CC=Cc3ccccc3)CC2)cc1 | 4
COc1ccccc1CNc1ccc(N2CCOCC2)c(C(=O)O)c1 | -8
CCCN1CCN(c2ncnc3c2nnn3Cc2ccccc2)CC1 | -3
Cc1ccc(-c2nc3cccnc3s2)cc1NC(=O)c1ccco1 | 0
CC(C)(C)c1csc(NC(=O)Cn2c(=O)oc3ccccc32)n1 | -2
CCN1CCN(S(=O)(=O)c2ccc3c(c2)oc(=O)n3C)CC1 | -9
O=C(Nc1ccccc1C(=O)Nc1ccccc1)c1cccs1 | -5
Nc1nc2ccc(Oc3ccc4nc(N)sc4c3)cc2s1 | -41
CC1CCCN(c2ccc(C(=O)NC3CC3)cc2[N+](=O)[O-])C1 (stereo not drawn) | -6
O=C(Cn1nc(-c2ccccc2)ccc1=O)N1CCCCC1 | -7
Cc1cc(C(F)(F)F)nc(NCc2cccs2)n1 | -5
COc1ccc(S(=O)(=O)N2CCC(C)CC2)cc1 | 5
CC(C)NS(=O)(=O)c1cccc2cccnc12 | -8
FC(F)(F)c1cc(-c2ccc(Cl)cc2)n[nH]1 | 2
Cc1ccc2nc(-c3ccc(N)cc3)sc2c1 | -16
O/N=C1\CC(O)Cc2nonc21 (stereo not drawn) | 0

Additional entries.
SMILES | 14-3-3 PPI
COc1cc(C)nc(N(CCC(C)C)S(=O)(=O)c2ccc(C)cc2)n1 | -5
CC(C)(C)n1nnnc1C(c1cccs1)N(Cc1ccccc1)Cc1ccco1 (stereo not drawn) | 0
C=CCn1c(=S)[nH]c2scc(-c3ccc(Oc4ccccc4)cc3)c2c1=O | -20
Cc1ccc2c(c1)C(C)CC(C)(C)N2C(=O)CSc1ncccn1 (stereo not drawn) | -1
O=C(c1ccccc1)c1ccc2nc(N3CCN(C(=O)c4ccco4)CC3)c3nncn3c2c1 | 0
Cc1cc(C)nc(NC(N)=NCc2ccco2)n1 | -14
CCOc1ccc2c(c1)C(C)=CC(C)(C)N2S(=O)(=O)c1ccc(Br)cc1 | -7
CCOc1ccc(NC(=O)CSc2nc3ccccc3nc2Cc2ccc(F)cc2)cc1 | 0
Cc1c(CC(Cl)(Cl)Cl)c2c(n1-c1ccc(F)c([N+](=O)[O-])c1)CC(C)(C)CC2=O | -9
CCN(CC)C(=O)C1CCC(CNS(=O)(=O)c2cccc3cccnc23)CC1 (stereo not drawn) | -1
Cc1ccc(C2C3=C(CC(c4ccc(Cl)cc4)CC3=O)Nc3ccccc3N2C(=O)CCC(=O)O)cc1 (stereo not drawn) | -18
O=C(c1cc(-c2cccc(Cl)c2)on1)N1CCCC1 | -14
Cc1ccc(S(=O)(=O)CCC(=O)N2CCC(C)CC2)cc1 | -1
Cc1ccc(Sc2cc(C(=O)NC3CCCC3)c3ccccc3n2)cc1 | 6
CC1CCN(S(=O)(=O)c2ccc3[nH]cc(C(=O)NCCc4ccccc4)c(=O)c3c2)CC1 | -2
Cc1cc(C)cc(NC2=NCC(=O)N2Cc2ccccc2)c1 | -3
Cc1cc2nn(-c3cccc4ccccc34)nc2cc1N | -6
CCOC(=O)c1ccc(NC(=O)CC2COc3ccccc3O2)cc1 (stereo not drawn) | -13
CCOC(=O)c1c(CSc2ccc(C)cc2)n(C)c2cc(Br)c(O)c(CN(C)C)c12 | -1
COc1cc([C@H]2[C@@H]3CCCC[C@]3(O)CCN2CC(=O)Nc2ccc(C)cc2C)ccc1O | 8
Cc1cc(C)n(C(=O)CCNC(=O)c2ccccc2Br)n1 | -9&-7
O=c1c2oc3ccccc3c2ncn1Cc1ccccc1F | 5
COc1ccc(/C=N/n2cnnc2SCCO)cc1OC | 4
CCOc1cccc(NC(=O)c2sc3nc(-c4ccncc4)ccc3c2N)c1 | -15
CCCn1c(C(C)NC(=O)c2ccccc2)nc2ccccc21 (stereo not drawn) | 0
Cc1nc(SCC(=O)O)c2oc3ccccc3c2n1 | 6&2
CCCCn1c(O)c(C=NCCCN(C)C)c(=O)[nH]c1=O | 7
O=C(CCn1c(=O)sc2ccccc21)Nc1cccnc1 | -10
O=C(Nc1ccc2c(c1)nc1n2CCN(C2CCCCC2)C1)c1ccco1 | -21
CCCCSc1nc(N)c(C#N)c(-c2cccs2)c1C#N | 0
Nc1sccc1C(=O)c1ccccc1 | -12
Cc1ccc(-n2ncc3c(=O)n(-c4ccc(C)c(C)c4)c(C)nc32)cc1 | -9
COCCN1C(=O)c2ccccc2C(C(=O)N2CC(C)CC(C)C2)C1c1c[nH]c2ccccc12 (stereo not drawn) | 5
O=C(c1ccccc1I)N(Cc1ccccc1)c1ccccn1 | -4
C=C(C)c1cccc(C(C)(C)NC(=O)NCC2COCCO2)c1 (stereo not drawn) | 2
COCCCNc1c2c(nc3ccccc13)CCC2 | -13
CCC1SC(=Nc2ccccc2)N(S(=O)(=O)c2ccccc2)C1=O (stereo not drawn) | -8
O=C(O)CCC(=O)N1CCN(C(=O)c2ccco2)CC1 | -23
O=C(Nc1ccccc1)c1ccc(NCc2ccco2)c(S(=O)(=O)N2CCOCC2)c1 | -8
O=C(NCCCn1ccnc1)C(F)(F)C(F)(F)C(=O)NCCCn1ccnc1 | -9
CN(c1ccc(N2C(=O)C3CC=CCC3C2=O)cc1[N+](=O)[O-])C1CCCCC1 (stereo not drawn) | -7
O=C(Nc1ccc(S(=O)(=O)N2CCc3ccccc32)cc1)C1CCCCC1 | -43
COc1cc(S(=O)(=O)N2CCOCC2)c(OC)c(S(=O)(=O)N2CCOCC2)c1 | 8
CCOC(=O)N1CCN(C(=O)c2ccc3nc(N4CCC(C)CC4)sc3c2)CC1 | -6
CSc1nnc2c(n1)OC(c1ccccc1OCC(=O)O)Nc1ccccc1-2 (stereo not drawn) | -1
CNC(=O)c1cc2c(=O)n3ccccc3nc2n(CCCOC)c1=N | -1
CCOC(=O)C1C(=O)C=C(c2ccc(F)cc2)CC1c1ccccc1C (stereo not drawn) | -6
Cc1ccc(C)c(N2CCN(c3ccc(N4C(=O)C5CC=CCC5C4=O)cc3[N+](=O)[O-])CC2)c1 (stereo not drawn) | 7
COCCn1c(SCC(=O)Nc2ncc(Cl)c(C)c2Cl)nc2ccccc21 | 4
O=C1c2ccccc2NC(c2ccc3c(c2)OCO3)N1O (stereo not drawn) | 3

Further structures follow:
SMILES | 14-3-3 PPI
CC(=O)c1c(C)[nH]c(C(=O)N2CCN(c3ccccn3)CC2)c1C | -9
CCOc1ccc(NC(=O)CCN2CCN(S(=O)(=O)c3cc(Cl)ccc3OC)CC2)cc1 | -1
Cn1c(/N=C/c2ccc3c(c2)OCO3)nc2ccccc21 | -1
O=C(Nc1ccc(Br)cc1)c1ccc(F)c(S(=O)(=O)NCCc2ccccc2)c1 | -1
CCCC1CC(c2csc(N)n2)CCO1 (stereo not drawn) | 5
O=c1c2sccc2nc(SCc2ccccc2Cl)n1Cc1ccccc1F | -1
Cc1cc(C)c(C#N)c(SCC(=O)Nc2ccc(S(=O)(=O)Nc3onc(C)c3C)cc2)n1 | -2
Cc1ccc(NC(=O)C2C3NC(=S)NC2(C)Oc2ccc(C)cc23)c(C)c1 (stereo not drawn) | -11
O=C(Nc1cccc(Cl)c1)N1CCSC1c1cccc([N+](=O)[O-])c1 (stereo not drawn) | -7
Cc1sc(N=Cc2ccc(O)cc2)c(C#N)c1C | 2
O=C(Nc1ccc2c3c(cccc13)CC2)c1ccc(S(=O)(=O)N2CCc3ccccc3C2)cc1 | -13
CN(C)c1ccc(C=Cc2cc[n+](C)c3ccccc23)cc1 | -447
CC1CN(c2oc(Cc3cccc4ccccc34)nc2C#N)CC(C)O1 (stereo not drawn) | 4
Cc1cc(NC(=O)c2ccc(NS(=O)(=O)c3c(C)noc3C)cc2)ccc1Br | -10
O=C(c1cccs1)N1CCCc2ccccc21 | -11
O=C(CSc1nnnn1-c1ccccc1)NCCc1ccccc1 | -11
O=c1c2ccccc2nc(SCc2cn3ccsc3n2)n1-c1ccc(F)cc1 | -14
Cc1ccc(C)c(N2CCN(C(=O)c3c[nH]c4ccc(S(=O)(=O)N5CCC(C)CC5)cc4c3=O)CC2)c1 | -9
O=C(NCc1ccccc1)c1cc2ccccc2s1 | 1
O=C1c2[nH]nc(-c3ccc(F)cc3)c2C(c2ccccc2[N+](=O)[O-])N1c1ccccc1 (stereo not drawn) | -3
Cc1cc2nn(-c3ccccc3)nc2cc1NC(=O)c1cccc(Cl)c1 | 5
